DLD1 CTGF mRNA: YAP1 pathway inhibitors via CTGF transcript, primary screen, DLD1 colon cancer cells, RT-qPCR, single point (AID 743449). DLD1 CTGF mRNA qPCR, 24 h; stronger effect = higher value. inhibition, % at 12.5 µM. hit rate 0.9% among 9,900;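 active means mean normalized replicate activity at least 50 and at least half of replicates each reaching 50; inconclusive means only one of the two criteria met; inactive means neither criterion met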;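 further: 0% = neutral control wells and 100% = dasatinib control wells; higher means stronger suppression of CTGF expression like dasatinib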
Pax4 gene expression: activators of Pax4 gene expression, primary screen, RT-PCR, mouse alpha TC1 cells, single point (AID 1053180); mouse alpha TC1 cells, Pax4 mRNA qPCR, 6 days; stronger effect = higher value; 100% = Pax4 plasmid added at qPCR; activation, % at 10 µM; hit rate 0.2% among 9,600;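 active means highest normalized replicate activity of 15 or more, or at least half the replicates reach 15 or more; inactive means neither condition met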;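 further: pax4 Ct normalized to GAPDH with activation seen as lower delta delta Ct; plate controls were plate neutral control wells for no effect and Pax4 plasmid positive control for full effect; each compound tested in two replicate wells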
An asterisk follows results filed as active; ? = inconclusive; / = not tested or not shown; & = joins results of further samples. These rows are one share of the data; count on the stated rates, not on these rows.

SMILES	DLD1 CTGF mRNA	Pax4 gene expression
C[C@H]1CN([C@@H](C)CO)C(=O)c2ccccc2-c2ccccc2CO[C@H]1CN(C)S(=O)(=O)c1cccc(C#N)c1	-29	0.0
C/C=C/c1ccc([C@@H]2[C@@H](CO)N(C(=O)C3CCC3)C23CN(C(=O)NC(C)C)C3)cc1	-1	/
CCCNC(=O)Nc1ccc2c(c1)OC[C@H](C)N(Cc1cncnc1)C[C@H](C)[C@H](OC)CN(C)C2=O	-7	0.0
CCc1sc(N2[C@H](C#N)[C@H](c3ccccc3-c3cccc(F)c3)[C@H]2CO)nc1C	-4	0.1
CN1CCN(C(=O)C[C@H]2CC[C@H]3[C@@H](COc4ccc(NC(=O)C5CCOCC5)cc4C(=O)N3C)O2)CC1	-56	0.0
O=S(=O)(Cc1ccccc1)N1CC2(C1)[C@H](c1ccccc1)[C@H](CO)N2CC1CCCC1	63*	/
CO[C@H]1CN(C)C(=O)c2cc(NC(=O)C3CC3)ccc2OC[C@@H](C)N(Cc2cc(F)ccc2F)C[C@H]1C	26	0.0
O=C(C1CCOCC1)N1CC2(C1)[C@@H](c1ccccc1)[C@@H](CO)N2C(=O)CC1CC1	-7	/
Fc1cccc(-c2ccc(C3[C@H]4CNC[C@@H]3N4Cc3ccccn3)cc2)c1 (stereo partly specified)	-15	0.0
C[C@H]1CN([C@@H](C)CO)C(=O)c2cc(NC(=O)NC3CCCCC3)ccc2O[C@H]1CN(C)S(C)(=O)=O	35	0.0
N#C[C@@H]1[C@H](c2ccc(C#Cc3ccccc3F)cc2)[C@@H](CO)N1C(=O)c1cccnc1	14	0.0
O=C(CCN1CCCCC1)NCC[C@@H]1CC[C@H](NS(=O)(=O)c2cccc(Cl)c2)[C@H](CO)O1	23	0.0
CO[C@H](CN(C)Cc1ccc2c(c1)OCO2)[C@@H](C)CN(C(=O)c1ccccc1)[C@H](C)CO	-13	0.0
C[C@H](NC(=O)C[C@@H]1CC[C@H]2[C@H](COc3ccc(NC(=O)C4CCOCC4)cc3C(=O)N2C)O1)c1ccccc1	-61	0.0
O=C(C[C@H]1C[C@@H]2c3cc(NS(=O)(=O)c4ccc(F)cc4)ccc3O[C@@H]2[C@H](CO)O1)N1CCc2ccccc2C1	?	0.0
Cc1noc(C)c1S(=O)(=O)N(C)C[C@@H]1OCCCC[C@@H](C)Oc2ccc(NC(=O)CCC(F)(F)F)cc2C(=O)N([C@H](C)CO)C[C@@H]1C	-22	0.0
C[C@@H]1CC=CC[C@@H](c2ccccc2)NC(=O)[C@H](C)N(C)C(=O)c2ccccc2O1 (mixture of isomers)	9	0.0
CO[C@H]1CN(C)C(=O)c2ccc(NC(=O)c3ccccc3F)cc2OC[C@H](C)N(C)C[C@@H]1C	13	0.0
C[C@H](CO)N1C[C@H](C)[C@@H](CN(C)Cc2ccc(Oc3ccccc3)cc2)OCc2ccccc2-c2ccccc2C1=O	-11	2.6
C[C@@H]1CN([C@@H](C)CO)S(=O)(=O)c2ccc(C#CC(C)(C)O)cc2O[C@H]1CN(C)Cc1ccc(F)cc1	-61	0.1
COCC(=O)N1CC(=O)N2[C@@H](CO)[C@H](c3ccc(-c4ccccc4F)cc3)[C@@H]2C1	-17	0.0
COC(=O)c1ccc(CN2CC(=O)N3[C@H](CO)[C@@H](c4ccc(-c5cccnc5)cc4)[C@H]3C2)cc1	12	0.0
COCC(=O)N1CC2(C1)[C@H](c1ccccc1)[C@H](CO)N2CCC(F)(F)F	2	/
CCCNC(=O)N[C@@H]1C=C[C@H](CC(=O)N2CCN(C)CC2)O[C@H]1CO	6	0.0
N#C[C@H]1[C@@H](c2ccccc2)[C@@H](CO)N1C(=O)c1ccccc1F	-5	0.0

Remaining list, next part:
SMILES	DLD1 CTGF mRNA	Pax4 gene expression
COc1ccc(CN2CC3(C2)[C@H](c2ccccc2)[C@@H](CO)N3CC2CCCC2)cc1	-10	/
N#Cc1cccc(-c2ccc3c(c2)[C@H]2[C@H](CCN2C(=O)CN2CCOCC2)[C@@H](CO)N3)c1	-17	0.0
C[C@H](CO)N1C[C@H](C)[C@H](CN(C)Cc2ccc(Oc3ccccc3)cc2)Oc2ccc(N(C)C)cc2C1=O	-17	0.0
O=C(C[C@@H]1CC[C@H](NC(=O)Nc2ccc(C(F)(F)F)cc2)[C@H](CO)O1)NCc1cccc(F)c1	-2	0.0
COc1ccc(C[C@H]2CCn3cc(nn3)COC[C@@H](c3ccccc3)NC2=O)cc1	-44	0.0
COc1ccccc1-c1ccc([C@H]2[C@@H](CO)N3CCCCN(C(=O)c4cccnc4)C[C@@H]23)cc1	?	0.0
COc1ccc2c3c([nH]c2c1)[C@H](CO)N(Cc1ccccc1Cl)CC31CN(C(=O)C2CC2)C1	-59	0.0
CNC[C@H]1OCc2cnnn2CCCC(=O)N([C@@H](C)CO)C[C@H]1C	-50	0.0
O=C(C[C@H]1C=C[C@@H](NC(=O)Nc2ccc3c(c2)OCO3)[C@@H](CO)O1)NCCCN1CCOCC1	-3	0.0
O=C(C[C@@H]1C=C[C@@H](NC(=O)c2ccc3c(c2)OCO3)[C@H](CO)O1)NC1Cc2ccccc2C1	-26	0.0
COc1cccc(-c2ccccc2[C@H]2[C@@H](C#N)N(C(=O)Cc3ccccc3)[C@@H]2CO)c1	2	0.0
Cc1ccccc1S(=O)(=O)N1[C@H](C#N)[C@@H](c2ccc(C#CC3CC3)cc2)[C@@H]1CO	-26	0.3
COc1cccc(CNC(=O)C[C@H]2CC[C@H]3[C@@H](COc4ccc(NC(=O)c5cccs5)cc4C(=O)N3C)O2)c1	-3	0.0
O=C(O)C[C@@H]1CC[C@@H]2[C@H](COC[C@@H](O)CN2S(=O)(=O)c2ccc(Oc3ccccc3)cc2)O1	-10	0.0
O=C(C[C@H]1CC[C@H]2NC[C@H](O)COC[C@@H]2O1)N1CCc2ccccc2C1	1	0.0
CN(C)C(=O)c1cccc(-c2ccc3c(c2)[C@H]2[C@H](CCN2C(=O)Cc2ccccc2)[C@H](CO)N3)c1	2	0.0
O=C(Nc1ccc2c(c1)[C@@H]1C[C@H](CC(=O)N3CCCCC3)O[C@@H](CO)[C@@H]1O2)NC1CCCCC1	5	0.0
CC(C)[C@@H]1C(=O)N[C@H](c2cccc(Cl)c2)CC=CC[C@@H](C)Oc2ccccc2C(=O)N1C (mixture of isomers)	15	0.4
O=C1CN(S(=O)(=O)Cc2ccccc2)C[C@@H]2[C@H](c3ccc(C#Cc4ccccc4)cc3)[C@H](CO)N12	4	0.0
C[C@@H]1CN([C@H](C)CO)C(=O)c2cc(-c3cccc(C#N)c3)cnc2O[C@@H]1CN(C)C(=O)C1CCOCC1	1	0.0
O=C1N[C@H](Cc2ccccc2)COCc2cn(nn2)CC[C@@H]1Cc1cccc(F)c1	7	0.1
O=C(C[C@@H]1C=C[C@H](NC(=O)c2cnccn2)[C@@H](CO)O1)NCc1ccccc1F	9	0.0
Cc1noc(C)c1NC(=O)Nc1ccc2c(c1)C(=O)N([C@@H](C)CO)C[C@@H](C)[C@H](CN(C)Cc1ccc3c(c1)OCO3)OCCCC[C@@H](C)O2	-7	0.0
C[C@H]1CN([C@@H](C)CO)C(=O)c2cc(NS(C)(=O)=O)ccc2O[C@@H]1CN(C)C	11	0.0
COCC(=O)N1CCC2(CC1)CN(Cc1ccccc1Cl)[C@@H](CO)c1[nH]c3cc(OC)ccc3c12	-19	0.0

Some of these compounds in order of molecular weight, high to low.
SMILES	DLD1 CTGF mRNA	Pax4 gene expression
Cc1noc(C)c1NC(=O)Nc1ccc2c(c1)C(=O)N([C@@H](C)CO)C[C@@H](C)[C@H](CN(C)Cc1ccc3c(c1)OCO3)OCCCC[C@@H](C)O2	-7	0.0
C[C@H](CO)N1C[C@H](C)[C@H](CN(C)Cc2ccc(Oc3ccccc3)cc2)Oc2ccc(N(C)C)cc2C1=O	-17	0.0
O=C(C[C@@H]1C=C[C@@H](NC(=O)c2ccc3c(c2)OCO3)[C@H](CO)O1)NC1Cc2ccccc2C1	-26	0.0

New compounds follow
SMILES	DLD1 CTGF mRNA	Pax4 gene expression
CC(=O)N1[C@@H](CO)[C@@H](c2ccccc2)[C@@H]1CN(C)S(=O)(=O)c1ccccc1	9	0.0
C/C=C/c1ccc([C@@H]2[C@@H](CO)N[C@@H]2CN(CC(C)C)C(=O)c2ccccn2)cc1	-15	0.0
O=C(C[C@H]1CC[C@@H]2[C@H](COC[C@H](O)CN2C(=O)c2cccnc2)O1)NCC1CC1	-9	0.0
Cc1cc(C(=O)Nc2ccc3c(c2)C(=O)N(C)[C@@H]2CC[C@@H](CC(=O)O)O[C@H]2CO3)no1	8	0.0
CO[C@@H](CN(C)Cc1cc(F)ccc1F)[C@@H](C)CN(C(=O)Nc1ccc(C(F)(F)F)cc1)[C@H](C)CO	22	19*
CN(C)C(=O)C[C@H]1C[C@H]2c3cc(NC(=O)c4cccnc4)ccc3O[C@H]2[C@@H](CO)O1	-9	0.0
O=C(C[C@H]1C[C@H]2c3cc(NC(=O)Nc4ccccc4)ccc3O[C@H]2[C@@H](CO)O1)NCc1ccccc1	-29	0.0
O=C(C[C@@H]1C[C@H]2c3cc(NC(=O)c4cccnc4)ccc3O[C@H]2[C@@H](CO)O1)NCc1cc(F)ccc1F	15	0.0
C/C=C/c1ccc2c(c1)[C@@H]1[C@@H](CCN1C(=O)c1cnccn1)[C@H](CO)N2	-30	0.0
O=C(C[C@@H]1C[C@H]2c3cc(NC(=O)c4ccc5c(c4)OCO5)ccc3O[C@H]2[C@H](CO)O1)NCc1ccc(Oc2ccccc2)cc1	-37	0.1
C[C@@H]1CCCCO[C@H](CN(C)C(=O)c2ccncc2)[C@@H](C)CN([C@@H](C)CO)C(=O)c2cc(NC(=O)CCC(F)(F)F)ccc2O1	14	0.0
N#C[C@@H]1[C@H](c2ccc(C3=CCCCC3)cc2)[C@H](CO)N1C(=O)CN1CCOCC1	-13	0.0
O=C(C[C@@H]1CC[C@H]2[C@@H](COC[C@@H](O)CN2Cc2cc(F)cc(F)c2)O1)Nc1nccs1	-11	0.0
CCCNC(=O)N1[C@H](C#N)[C@@H](c2ccc(C#Cc3cccc(F)c3)cc2)[C@@H]1CO	70*	0.0
CC(=O)N1[C@H](CO)[C@H](c2ccc(-c3ccc(C#N)cc3)cc2)C12CN(C(=O)C1CC1)C2	-8	/
COCC(=O)N(C)C[C@H]1[C@@H](c2ccccc2)[C@H](CO)N1C(=O)Cc1ccncc1	16	0.0
CO[C@H]1CN(C)C(=O)c2cccc(C#N)c2OCC[C@H]2CC[C@@H](OC)[C@@H](CN(C)C(=O)[C@@H]1C)O2	-25	0.0
CN1c2ccc(Br)cc2[C@@H]2[C@@H](CCN2C(=O)CN2CCOCC2)[C@H]1CO	-6	0.0
CCCNC(=O)N1[C@H](C#N)[C@H](c2ccc(-c3ccccc3F)cc2)[C@@H]1CO	28	0.0
CCCNC(=O)N1CCC2(CC1)CN(Cc1cccc(OC)c1)[C@@H](CO)c1[nH]c3cc(OC)ccc3c12	7	0.0
CO[C@@H](CN(C)Cc1ccc(-c2ccccn2)cc1)[C@H](C)CN(C(=O)Nc1ccc(F)cc1)[C@@H](C)CO	-97	0.1
CCS(=O)(=O)NCC[C@@H]1CC[C@@H](NS(=O)(=O)c2ccccc2C)[C@@H](CO)O1	-14	0.0
CO[C@H]1CN(C)C(=O)c2ccc(NC(=O)C3CCC3)cc2OC[C@H](C)N(Cc2ccccn2)C[C@@H]1C	1&15	0.0&0.0
CC(C)[C@H]1CC=CC[C@H](C)Oc2ccccc2C(=O)N(C)[C@H](C(C)C)C(=O)N1 (mixture of isomers)	-21	0.0
C[C@@H]1CN([C@H](C)CO)C(=O)c2cccc(NC(=O)c3nc4ccccc4s3)c2O[C@@H]1CN(C)C(=O)Nc1ccc2c(c1)OCO2	6	0.0

Record cards, as listed above. Order of values: DLD1 CTGF mRNA, Pax4 gene expression
Profile of C[C@@H]1CCCCO[C@H](CN(C)C(=O)c2ccncc2)[C@@H](C)CN([C@@H](C)CO)C(=O)c2cc(NC(=O)CCC(F)(F)F)ccc2O1 = 14, 0.0
Profile of CO[C@@H](CN(C)Cc1ccc(-c2ccccn2)cc1)[C@H](C)CN(C(=O)Nc1ccc(F)cc1)[C@@H](C)CO = -97, 0.1

Next structures:
SMILES	DLD1 CTGF mRNA	Pax4 gene expression
CO[C@@H]1CC[C@@H]2CCN(C)C(=O)CCCN(C)C(=O)c3cc(C#N)ccc3OC[C@@H]1O2	-34	0.0
CN(C)C(=O)C[C@H]1CC[C@@H]2[C@H](COC[C@@H](O)CN2C(=O)C2CCOCC2)O1	-12	0.0
O=C(C[C@H]1CC[C@@H]2[C@H](COC[C@H](O)CN2Cc2cc(F)cc(F)c2)O1)Nc1nccs1	-13	0.0
CCCN(C)C[C@@H]1Oc2cc(/C=C/c3ccccc3)ccc2S(=O)(=O)N([C@H](C)CO)C[C@@H]1C	-7	0.2
CS(=O)(=O)N1[C@H](CO)[C@H](c2ccc(-c3ccccc3F)cc2)[C@@H]1C#N	11	0.0
C[C@H]1CN([C@@H](C)CO)C(=O)c2ccccc2-c2ccccc2CO[C@@H]1CN(C)C(=O)[C@H]1CCCN1C	-14	0.0
COc1ccc2c3c(n(C)c2c1)[C@@H](CO)N(C(=O)CN1CCOCC1)CC31CCN(C(=O)Nc2cccc(F)c2)CC1	7	0.0
CO[C@@H]1CC[C@@H]2CCOc3c(C#N)cccc3C(=O)N(C)C[C@H](c3ccccc3)CC(=O)N(C)C[C@@H]1O2	13	0.0
O=C(Nc1ccc(C(F)(F)F)cc1)N1[C@@H]2CNC[C@H]1C2c1ccc(-c2ccccc2F)cc1 (stereo partly specified)	1&-6	0.0&0.0
C/C=C/c1ccc([C@@H]2[C@@H](C#N)N(C(=O)NC3CCCCC3)[C@@H]2CO)cc1	-16	0.0
C/C=C/c1ccc(C2[C@H]3CNC[C@@H]2N3C(=O)Nc2ccccc2Cl)cc1 (stereo partly specified)	2&-9	0.0&0.0
